# RXFP1 antagonist = RXFP1 (human) relaxin receptor antagonism. Q9HBX9. HEK293-RXFP1, relaxin-stimulated cAMP HTRF, 30 min; stronger effect = lower value. activity change, negative = inhibition, % at 57.5 µM. 350,000 tested, 0.59% active. AID 1259400;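 active = activity change of -60% or lower, but not beyond a set lower limit; inconclusive = change between -60% and -40%, or beyond the set limit; inactive = change above -40%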; note: % is set by controls: 0 for no effect and ±100 for the full control effect
# TRHR enhancer = allosteric enhancers of human TRH receptor; P34981; TRHR cells, fluo-8 calcium fluorescence, EC20 TRH enhancement; enhancement, % at 2 µM; 360,000 tested, 0.66% active; AID 493056; in the data active = enhancement above about 30%; note: 0% is about no effect
# Target sequence (P34981 whole entry, looked up): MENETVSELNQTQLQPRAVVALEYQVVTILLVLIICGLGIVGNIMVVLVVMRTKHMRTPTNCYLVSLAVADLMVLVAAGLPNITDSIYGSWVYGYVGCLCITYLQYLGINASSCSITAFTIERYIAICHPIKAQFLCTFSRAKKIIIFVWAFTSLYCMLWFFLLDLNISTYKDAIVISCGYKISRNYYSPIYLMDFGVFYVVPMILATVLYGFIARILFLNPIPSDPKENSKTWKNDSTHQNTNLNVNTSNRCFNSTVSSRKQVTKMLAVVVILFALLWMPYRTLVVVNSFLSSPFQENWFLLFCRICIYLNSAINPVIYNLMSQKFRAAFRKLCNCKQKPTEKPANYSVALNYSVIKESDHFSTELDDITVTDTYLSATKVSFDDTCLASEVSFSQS
#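 Enhancer read-out: after compound pinning and an initial kinetic agonist-mode read, an EC20 of TRH (10 nM final) was injected and fluo-8 calcium signal (Ex 480/Em 530) followed at 1 s/cycle for 100 cycles in TRHR-expressing cells.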
# D2 agonist = agonists of human D2 dopamine receptor | P14416 | activation, % at 2 µM | 340,000 tested, 0.53% active | HEK293 T-REx D2 cells, calcium flux agonist mode;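 active = activation over 3 SD above normal in the single-dose calcium agonist read, cut at about 30% in these data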; note: 0% is about no effect
# Target sequence (P14416 whole entry, looked up): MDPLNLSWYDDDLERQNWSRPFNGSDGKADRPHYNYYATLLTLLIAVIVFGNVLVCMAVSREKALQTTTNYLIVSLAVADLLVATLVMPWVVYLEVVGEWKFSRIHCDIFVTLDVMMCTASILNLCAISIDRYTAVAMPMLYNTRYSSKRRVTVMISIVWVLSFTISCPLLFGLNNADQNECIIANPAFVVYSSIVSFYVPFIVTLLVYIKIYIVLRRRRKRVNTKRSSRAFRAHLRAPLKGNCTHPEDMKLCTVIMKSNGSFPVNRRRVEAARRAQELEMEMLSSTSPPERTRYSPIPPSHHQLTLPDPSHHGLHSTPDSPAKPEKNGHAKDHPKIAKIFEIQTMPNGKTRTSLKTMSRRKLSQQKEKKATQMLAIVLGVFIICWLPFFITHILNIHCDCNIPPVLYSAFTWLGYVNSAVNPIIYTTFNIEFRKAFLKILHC
#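 HEK293 Trex D2 cells, tetracycline-induced, o/n 30 C 5% CO2; no-wash Ca dye, RT 30–90 min; 10-cycle baseline, 23 nl cpd added, kinetic Ca read 180 s; agonist hits = positive Ca response.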
# D1 PAM = enhances dopamine response at the human D1 receptor. potentiation, % at 10 µM. 360,000 tested, 0.036% active. HEK293 TREx D1 cells, calcium flux, dopamine EC20 potentiation. AID 504651. P21728; in the data active = potentiation above about 30%; note: 0% is about no effect
# D2 antagonist = antagonizes the human D2 dopamine receptor; P14416; HEK293 TREx D2 cells, calcium flux, dopamine EC80; inhibition, % at 10 µM; 340,000 tested, 2% active; in the data active = inhibition above about 30%; note: 0% is about no effect
#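 Antagonism is scored as inhibition of an EC80 dopamine-evoked calcium signal in a force-coupled, tetracycline-inducible HEK293 T-REx D2 line, with compound present 180 s before agonist.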
# TRHR ag = TRH receptor (human) agonism | 360,000 tested, 0.18% active | AID 493084 | TRHR cells, calcium flux fluo-8, FDSS agonist mode | P34981 | activation, % at 2 µM; note: 0% is about no effect
#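 Fluo-8-loaded TRHR cells; 10 s baseline, compound added, kinetic Ca2+ fluorescence read 1/s, agonist mode.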
# D2 potentiator = D2 dopamine receptor (human) potentiation | AID 485347 | 340,000 tested, 0.34% active | HEK293 T-REx D2, calcium flux, EC20 dopamine potentiation | P14416 | potentiation, % at 10 µM;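 active = potentiation over 3 SD above the plate norm, cut at about 30% in these data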; note: 0% is about no effect
#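 Tetracycline-induced Hek293 Trex D2 cells, force-coupled to calcium, loaded with no-wash calcium dye. Compound added with 180 s kinetic read for agonism, then EC20 dopamine and a further 180 s read for potentiation.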
# D1 antagonist = human D1 dopamine receptor antagonism; P21728; HEK293 TREx D1 cells, calcium flux, dopamine EC80; stronger effect = lower value; activity change, negative = inhibition, % at 10 µM; 360,000 tested, 3.2% active; AID 504652; in the data active = activity change below about -30%; note: % is set by controls: 0 for no effect and ±100 for the full control effect
#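 Tetracycline-induced HEK293 T-REx cells with force-coupled D1 receptor were loaded with a no-wash calcium dye. Compound was added after a 10 s baseline and read kinetically for 180 s; EC80 dopamine was then added and calcium flux followed another 180 s.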
# D1 ag = agonists of human D1 dopamine receptor; P21728; HEK293 T-REx D1 cells, calcium flux, agonist mode; activation, % at 2 µM; 360,000 tested, 1% active; AID 504660; note: 0% is about no effect
#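 Agonism was scored from calcium flux recorded over 180 s (1 read/s) after pintool compound addition, following a 10-cycle baseline. Cells were inducible force-coupled HEK293 TREx D1, plated overnight at 30 C and loaded with no-wash calcium dye.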
# * = called active by the depositor; u = inconclusive; x = no result given. Cut-off read from the data, not from the text of the source, unless noted: active = activation above about 30%; inactive = the rest. Compounds were not picked by outcome; 7.3% or so of the library scored in one or more.
molecule,RXFP1 antagonist,TRHR enhancer,D2 agonist,D1 PAM,D2 antagonist,TRHR ag,D2 potentiator,D1 antagonist,D1 ag
C=CCNC(=S)Nc1ccc2nc(C)c(C)nc2c1,-5.7,0.9,-1.0,-3.5,-7.0,0.5,12.4,-2.0,7.4
Cc1cc(C)c(NC(=O)CSc2nc(=O)n(Cc3ccco3)c3c2CCC3)c(C)c1,x,-3.9,1.4,4.2,x,-0.6,10.2,x,-2.7
O=C(CCN1C(=O)/C(=C/c2ccccc2Cl)SC1=S)Nc1ccccn1,-6.9,9.7,-0.2,3.8,13.8,0.3,4.0,2.5,1.8
Cc1nc2c(c(C)nn2-c2ccccc2)c(C)c1Cl,x,-0.8,-2.1,4.8,1.6,0.4,-4.5,13.1,3.2
COc1ccc(C(=O)Nc2cccc(C(=O)N3CCN(C)CC3)c2)cc1,-1.1,-4.7,2.2,0.8,1.0,0.1,-4.4,-2.4,-0.8
CCC(C)OC(=O)C1=C(C)OC23OC(N)=C(C#N)C12C(=O)c1ccccc13 (stereo not drawn),-8.2,-9.8,0.3,1.4,-23.9,0.5,2.7,-3.7,0.4
Cn1c(Nc2ccc(F)cc2)nc2ccccc21,2.8,4.7,-0.9,-2.5,-13.4,-1.3,3.1,-29.9,4.5
CCOC(=O)c1c(C)[nH]c(N=Nc2ccc(OC)cc2)c1C,10.5,-9.8,0.6,-1.6,2.7,-0.6,-1.7,-9.1,2.9
COc1ccc(CN2CCC(n3nccc3NC(=O)C3CC3)CC2)cc1O,0.0,-2.5,0.7,5.5,-0.2,1.1,-9.0,0.0,1.6
Cc1noc(C)c1C(=O)N1CCN(S(=O)(=O)c2ccc(F)cc2)CC1,-10.2,-0.3,-3.0,-1.5,-1.2,0.7,-1.3,13.1,4.4
CCSc1ccc([C@@H]2[C@H]3C(=O)N(C)C(=O)[C@H]3[C@]3(C(=O)OC)CCCCN23)cc1,x,3.7,-1.9,-3.0,-11.2,-0.3,3.8,5.5,5.9
c1ccc(-c2cc(-c3ccncc3)nc3ccc4ccccc4c23)cc1,-13.1,-12.0,2.8,-2.5,-17.1,-0.8,4.3,9.1,11.1

# Single entries from the results shown.
# CCC(C)OC(=O)C1=C(C)OC23OC(N)=C(C#N)C12C(=O)c1ccccc13 (stereo not drawn) @ TRHR enhancer: -9.8
# O=C(CCN1C(=O)/C(=C/c2ccccc2Cl)SC1=S)Nc1ccccn1 @ D2 antagonist: 13.8

# (further entries)
molecule,RXFP1 antagonist,TRHR enhancer,D2 agonist,D1 PAM,D2 antagonist,TRHR ag,D2 potentiator,D1 antagonist,D1 ag
Cc1ccc2c(c1)nnn2C1CCN(S(=O)(=O)c2cccc(S(=O)(=O)N(C)C)c2)CC1,0.8,-22.2,0.5,3.2,-10.6,-0.3,-7.2,-20.3,9.1
O=C(CSCc1cnn(-c2ccccc2)c1-n1cccc1)Nc1ccc(F)cc1F,-8.2,-7.9,-0.5,-0.2,x,-0.6,0.5,-20.4,0.8
O=C(Nc1nc2ccccc2c(=O)[nH]1)c1ccccc1SCc1ccccc1,7.7,-0.9,0.3,-3.8,-34.5,-0.4,5.7,-1.8,5.6
CC(=O)Nc1cccc(NC(=O)c2ccc3c(c2)CCN3S(C)(=O)=O)c1,9.3,6.0,1.2,-4.2,-14.7,0.5,-3.0,-0.3,5.0
O=C(CCN1CCOCC1)NNC(=S)NC(=O)c1ccc(Br)cc1,-4.0,4.9,0.0,-0.8,-1.4,-0.7,1.1,-3.4,0.8
O=C(NC12CC3CC(CC(C3)C1)C2)N1CCC(O)CC1,-0.7,2.1,0.5,1.5,-5.4,0.3,-1.0,12.1,4.3
COC(=O)c1ccccc1S(=O)(=O)N1CCC(C(=O)NCCC2=CCCCC2)CC1,4.4,-3.3,0.5,-2.4,-7.2,-0.2,-8.9,13.1,-0.1
CCC1(c2ccccc2)NC(=O)N(CC(=O)NCCN2C(=O)S/C(=C\c3cccnc3)C2=O)C1=O (stereo not drawn),4.4,1.3,-0.4,-8.6,-1.8,-0.3,-0.5,-3.7,2.4
CSc1cccc(NC(=O)CN(Cc2ccc(Cl)cc2)S(C)(=O)=O)c1,-2.0,-5.7,-0.8,-0.6,26.7,-0.7,-24.8,8.5,2.0
O=C(CSCC(=O)NC1CC1)Nc1ccc2ccccc2c1,x,-1.2,0.8,-7.7,34.7*,-0.2,-20.5,0.0,0.3
Cn1c(=O)c2c(nc(NCCO)n2CCc2ccccc2)n(C)c1=O,-29.8,-2.3,-1.9,-6.1,25.7,0.4,9.6,-79.5*,2.1
COc1cc(/C=C2/C(=O)N(c3ccc(Br)cc3)N=C2C)cc(OC)c1OC,-24.2,-29.8,7.4,5.2,17.2,0.7,-3.9,-19.2,7.3

# Later entries
molecule,RXFP1 antagonist,TRHR enhancer,D2 agonist,D1 PAM,D2 antagonist,TRHR ag,D2 potentiator,D1 antagonist,D1 ag
CSc1nc(C)cc(NC(N)=O)n1,-5.8,0.4,1.5,4.6,4.4,0.6,-6.7,-9.4,0.8
CC(C)c1ccc(Nc2ncnc3onc(-c4ccc(F)cc4)c23)cc1,-35.2,-17.3,x,-4.0,x,3.6,-23.7,14.4,1.7
CCCCn1c(-c2nn(C)cc2Cl)n[nH]c1=S,-12.8,3.0,-0.5,1.0,5.5,-0.2,0.5,8.0,2.5
COc1ccc(CN2CCNC(=O)C2CC(=O)NCCCC2CCCC2)c(C)c1C (stereo not drawn),-1.3,-1.5,-0.2,2.8,-7.9,0.1,-6.5,3.4,-0.2
C/C(=N\Nc1ccc(C(=O)O)cc1)c1ccc(-n2ccnc2)cc1,-21.7,2.4,0.0,-0.2,-12.9,0.2,3.0,6.0,-2.6
CCn1c(=O)c(=O)n(CC)c2cc(S(=O)(=O)Nc3cccc(OC)c3)ccc21,4.3,-12.3,x,-3.9,x,-0.3,x,-5.4,0.8
CCOc1cc(-c2noc(CCCC(N)=O)n2)cc(Br)c1OC,5.0,2.9,0.0,1.8,3.0,0.7,12.7,9.1,2.8
CCCCc1ccc(NC(=S)Nc2ccc(Cl)c(S(=O)(=O)N(C)C)c2)cc1,-1.2,-2.3,-0.2,0.0,-8.5,0.5,2.8,9.8,9.8
CC(C)CN(CC(C)C)C(=O)COc1ccccc1C(N)=O,10.0,4.4,x,-1.3,x,0.2,-7.2,-35.1*,4.1
Cc1ncc(CO)c(/C=N/NC(=S)Nc2ccc(Cl)c(Cl)c2)c1O,-3.0,19.7,0.0,-3.4,-23.6,1.2,9.4,-19.8,1.0
CCc1ccccc1N(C(=O)c1snc(C(N)=O)c1N)C(C(=O)NCC1CCCO1)c1c[nH]c2ccccc12 (stereo not drawn),u,-2.2,1.0,5.0,-0.5,1.8,9.1,23.4,5.9
CCCN1C(=O)c2ccc(C(=O)NCc3ccco3)cc2C1=O,-6.7,-5.5,-2.0,0.5,-14.4,-0.4,5.7,-8.4,1.0

# More structures
molecule,RXFP1 antagonist,TRHR enhancer,D2 agonist,D1 PAM,D2 antagonist,TRHR ag,D2 potentiator,D1 antagonist,D1 ag
COc1ccc(N2CCN(C(=O)C3CCCN(S(=O)(=O)c4c(C)noc4C)C3)CC2)cc1 (stereo not drawn),0.6,17.4,0.9,-8.6,-4.7,-0.6,9.1,5.9,5.3
Cc1ccc(OCC(=O)O/N=C(\N)c2ccccn2)cc1C,11.3,-2.2,-0.1,-8.2,1.6,-0.1,16.4,-44.0*,7.6
CCc1ccc(NC(=O)C(NS(=O)(=O)c2ccc3c(c2)CCN3C(C)=O)C(C)C)cc1 (stereo not drawn),-6.6,-0.4,0.1,0.9,11.9,0.2,-2.5,9.3,2.5
O=C1/C(=C/c2c[nH]c3ccccc23)CCC/C1=C\c1c[nH]c2ccccc12,-29.9,0.5,1.8,-12.3,-4.2,0.6,6.0,-0.2,1.5
O=C(C1CCC1)N1CCc2cc(S(=O)(=O)NCc3ccccn3)ccc21,-5.2,-4.1,-0.4,-1.4,-2.0,-0.1,0.1,-22.6,1.4
COC(=O)c1c(CCl)noc1C(=O)NCC1CCCO1 (stereo not drawn),x,-1.7,0.1,-1.8,0.6,0.0,-3.8,-15.0,3.0
COc1cc(N)c(Cl)cc1NC(=O)c1ccccc1,1.1,7.3,-0.6,-3.6,-3.3,0.1,-10.2,-55.0*,3.8
CCOC(=O)c1sc2ncn(CC(=O)Nc3ccc(C)cc3Br)c(=O)c2c1C,x,1.4,0.8,0.2,x,0.4,-4.2,1.8,-0.8
CCOc1cccc2sc(NN)nc12,-16.7,1.2,x,6.4,x,-0.3,x,6.5,1.6
Cc1cc(C)cc(C(=O)OCC(=O)NCC(F)(F)F)c1,-2.1,3.4,-0.6,1.6,-9.5,-0.3,-2.2,7.4,1.1
NS(=O)(=O)c1ccc(CCNC(=O)c2ccc(Br)s2)cc1,17.9,2.8,9.4,-3.0,-3.5,0.4,-23.8,-8.1,1.1
O=C(NCCCN1CCOCC1)C(=O)NCc1ccccc1,10.1,-1.5,0.3,-4.2,-2.1,-0.2,9.1,0.0,1.3

# The listing continues:
molecule,RXFP1 antagonist,TRHR enhancer,D2 agonist,D1 PAM,D2 antagonist,TRHR ag,D2 potentiator,D1 antagonist,D1 ag
CN(C(=S)NC(=O)Cc1ccccc1)c1ccccc1,-3.9,-4.2,0.2,0.6,2.1,0.4,-1.6,0.5,1.8
COc1ccc(NC(=O)C2CCC(=O)N2S(=O)(=O)c2ccc(C)cc2)c(OC)c1 (stereo not drawn),7.7,-4.1,-0.6,-6.3,-18.6,-0.5,-16.9,-15.8,-0.2
Cc1ccc(NC(=O)N(Cc2ccc3c(c2)OCO3)Cc2cc3cc4c(cc3[nH]c2=O)OCCO4)cc1,4.4,-3.0,0.6,-6.7,14.0,-0.1,-2.6,-15.5,1.9
Cc1ccccc1C(=O)Nc1nc(-c2cccnc2)cs1,-10.5,-2.3,-0.9,-0.4,-10.8,-0.9,2.2,35.5,1.9
O=C(Nc1c(C(=O)N2CCCCC2)cnn1-c1ccccc1)c1ccccc1,x,1.6,-0.5,x,19.2,-0.5,11.5,-0.1,1.7
Cc1cc(C)c(NC(=O)C(C)n2c(=O)cc(-c3ccccc3)c3c(C)nn(C)c32)c(C)c1 (stereo not drawn),-23.0,-3.3,0.3,-5.7,x,0.1,-6.3,-5.7,1.7
O=[N+]([O-])c1ccc(CS(=O)(=O)c2ccc(Cl)cc2)cc1,2.9,-5.6,-0.9,-8.0,18.3,-1.8,-4.9,-2.6,1.0
COc1ccccc1CNC(=O)c1cccc(-c2ccc(C)c3ccccc23)n1,x,1.0,0.0,-1.2,10.1,0.1,-4.1,-7.7,20.6
Cc1noc(/C=C/c2ccco2)c1S(=O)(=O)N1CCC(C(=O)N2c3ccccc3CC2C)CC1 (stereo not drawn),-35.2,1.4,0.9,4.0,5.7,0.3,14.2,5.4,3.9
Nn1c(SCC(=O)N2CCc3ccccc3C2)nnc1-c1cccs1,-10.7,3.1,-0.5,-0.6,0.9,-0.7,-7.5,20.3,-0.1

# Assay outcomes deposited in PubChem BioAssay by National Center for Advancing Translational Sciences (NCATS).
